BRCA1 expr act: increases BRCA1 expression; hit rate 1.1% among 380,000; MCF7-BRCA1-FFLuc reporter, luminescence, 48 h; response scale: scaled: vehicle 0%, 10 µM genistein 100%; Potency, µM (top dose mostly 46.1 µM), for inactives: at the top dose activation, hits mostly activators; AID 624202; active means well fitted activation curve with a large enough effect; inconclusive means small, poorly fitted or top-dose-only effect; inactive means no such curve, though single readings can be large or run the other way; further: nearly all actives have a fitted effect of over 80% in size; some results filed as inactive show a strong effect at the top dose
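Using MCF7 cells harboring a BRCA1 firefly luciferase reporter, plated 2 h before compound pinning, the screen measured luminescence after 48 h incubation. Responses were normalized to DMSO and 10 microM genistein, then fitted for concentration-effect.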
Starred values were filed as active, the others as inactive; ? = inconclusive. Potency means the concentration at half of the fitted maximal effect. Only part of the results is shown, so the mix of outcomes need not match the whole.

SMILES	BRCA1 expr act
CC(C)(C)n1nnnc1C(c1ccccc1)N1CCN(C(=O)C2CCCO2)CC1 (stereo not given)	13%
Cn1ccc2c(N3CCCCCCC3)cc3c(c21)C1CCC3O1 (stereo not given)	-16%
Cc1ccc(Cc2c(-c3ccc(C)cc3)nc3c(C)cc(Br)cn23)cc1	-13%
CCN1CCc2c(sc(NC(=S)NC(=O)c3cccc(F)c3)c2C(N)=O)C1	25%
COc1ccc(C(=O)c2sc3nc4c(c(C(F)(F)F)c3c2N)CN(C(C)=O)CC4)cc1OC	-27%
C(=C\c1ccccc1)/CN1CCN(C(c2ccccc2)c2nnnn2-c2ccc3c(c2)OCCO3)CC1 (stereo not given)	-34%
COc1ccc2c(c1)c1c(c(=O)n(Cc3ccccc3)c(=O)n1Cc1ccc(C)cc1)n2C	7%
CCOC(=O)C1=CCN(S(=O)(=O)c2ccccc2C)C1c1ccc(Cl)cc1 (stereo not given)	0%
CCc1ccc(-n2c(=O)c3c4c(sc3n(CC(=O)NCCCOC)c2=O)CCC4)cc1	0%
CC(=O)Nc1ccc(-c2ccnc3c2CC(C(=O)NCc2ccc(N4CCN(C)CC4)cc2)O3)cc1 (stereo not given)	1%
CC(=O)c1cccc(-c2ccnc3c2CC(C(=O)NCc2cccs2)O3)c1 (stereo not given)	-49%
CCOC(=O)c1ccn(S(=O)(=O)c2ccc(C)cc2)c1-c1ccccc1	-2%
COc1ccc(Cn2c(=O)c3cccnc3n(Cc3cccc(F)c3)c2=O)cc1	10%
CC(=O)c1cccc(NC(=O)C2Cc3c(-c4cccc(C(N)=O)c4)ccnc3O2)c1 (stereo not given)	3%
CC1(C(=O)NCc2cccc3ccccc23)CCN1Cc1ccc2ccccc2c1 (stereo not given)	-27%
COc1ccccc1N1CCN(Cc2cc(=O)oc3ccccc23)CC1	18%
Cc1cc(C)cc(-n2c(SCC(N)=O)nc3c([nH]c4ccccc43)c2=O)c1	-52%
CC(C)(C)OC(=O)C1=CC[C@@H](c2ccc(Cl)c(Cl)c2)N(S(=O)(=O)c2ccc(F)cc2)[C@H]1c1cccc(F)c1	-22%
CCOC(=O)c1cc(OC(=O)c2cccc(C)c2)n(-c2ccccc2)n1	9%
O=C1NC[C@@H](CCCCN2CCN(CCc3ccc(O)cc3)C(=O)C2=O)N(CC2CCCCC2)C1=O	9%
O=C(Nc1ccccc1Oc1ccccc1)[C@@H]1O[C@H](CO)[C@H](O)[C@H](O)[C@H]1O	34%
COC[C@H]1CCCN1c1ccc2c(c1)O[C@H](COCc1ccccc1)CN([C@@H](C)c1ccccc1)S2(=O)=O	16%
O=C1NC[C@@H](CCCCN2CCN(CCc3ccc(O)cc3)C(=O)C2=O)N(Cc2ccccc2)C1=O	29%
CCc1cccc(NC(=O)Cn2c(=O)ccc3cc(S(=O)(=O)N4CCC(C)CC4)ccc32)c1	-8%
O=C(Nc1ccccc1)c1cc(C2CCCCN2S(=O)(=O)c2cccs2)on1 (stereo not given)	90%

Three entries from above, ordered by formula weight, smallest number first.
SMILES	BRCA1 expr act
CCOC(=O)c1ccn(S(=O)(=O)c2ccc(C)cc2)c1-c1ccccc1	-2%
CC(=O)Nc1ccc(-c2ccnc3c2CC(C(=O)NCc2ccc(N4CCN(C)CC4)cc2)O3)cc1 (stereo not given)	1%
O=C1NC[C@@H](CCCCN2CCN(CCc3ccc(O)cc3)C(=O)C2=O)N(Cc2ccccc2)C1=O	29%

The listing continues.
SMILES	BRCA1 expr act
Nc1nc2c(nnn2C2CC(O)C(CO)O2)c(=O)[nH]1 (stereo not given)	-67%
CC(C)(C(=O)NO)c1ccccc1	28%
COc1cc(-c2ccc(N3C(c4ccsc4)=Cc4ccccc4C3CC(C)=O)cc2)cc(OC)c1OC (stereo not given)	-15%
Cc1ccc2nc(CN3CCN(C(=O)Nc4ccc(F)cc4)CC3)oc2c1	-17%
CCOC(=O)[C@]12CCCC=C1N(Cc1ccco1)C(=O)[C@H](CC(=O)N1CCCC1)C2	12%
O=C(COc1ccc(Cl)cc1)Nc1nnc2n1CCS2	5%
COc1ccc(Cl)cc1C(=O)Nc1c2c(nn1-c1ccc(Cl)cc1)CS(=O)(=O)C2	5%
COc1ccc(CNC(=O)Cc2ccc(NC(=O)N3CCCCc4ccccc43)cc2)cc1	0%
COC(=O)c1ccc(NC(=O)CCNS(=O)(=O)c2cccc3nsnc23)cc1	5%
COC(=O)c1ccc(Cn2c(SCC(=O)N(C)c3ccccc3)nc3ccccc32)cc1	-1%
COc1ccc(CSc2nc3ccncc3n2CC(=O)Nc2ccc(C)c(F)c2)cc1	23%
CC(=O)c1cccc(NC(=O)C2(C)Cc3c(-c4cccc(C(F)(F)F)c4)ccnc3O2)c1 (stereo not given)	3%
CC1(C(=O)NCc2ccccc2Br)CCN1Cc1csc2ccccc12 (stereo not given)	-13%
O=C(NCC(=O)N1CCCC1)NN=Cc1ccccc1O	10%
CCNC(=O)Nc1ccc2c(c1)c(=O)n(C)n2CC=C(C)C	8%
O=C(CC[C@H]1O[C@@H](n2ccc(=O)[nH]c2=O)[C@H](O)[C@@H]1O)NCc1ccco1	18%
Cc1cc(F)ccc1C(O)c1ncc(-c2cccc(OCc3ccccc3)c2)[nH]1 (stereo not given)	-15%
COCCNC(=O)C1(C)CCCN(C(=O)c2cccc3ccccc23)C1 (stereo not given)	0%
Cn1nccc1-c1coc2c(C(=O)NCc3ccccc3)cccc12	52%
CNC(=O)c1cc2c(n(-c3ccc(C)cc3)c1=O)CC(C)(C)CC2=O	13%
CCNC(=O)C1CCCN(C(=O)c2cccc(C#N)c2)CC1 (stereo not given)	10%
CNC(=O)c1c(NC(=O)c2cc(=O)c3ccccc3o2)sc2c1CCC2	11%
CC(C)C(=O)N1CCC1(C)C(=O)Nc1ccc(-n2cncn2)cc1 (stereo not given)	8%
CC(=O)NCCNc1nc2cc(-c3cccc(Cl)c3)sc2c(=O)n1C	-33%
Cc1ccc2nc(-c3ccc(C)c(NC(=O)COc4ccc(Cl)cc4)c3)oc2c1	8%

In another format: results already given
| canonical_smiles | BRCA1 expr act |
| --- | --- |
| Cn1nccc1-c1coc2c(C(=O)NCc3ccccc3)cccc12 | 52% |
| CNC(=O)c1cc2c(n(-c3ccc(C)cc3)c1=O)CC(C)(C)CC2=O | 13% |
| CCNC(=O)C1CCCN(C(=O)c2cccc(C#N)c2)CC1 (stereo not given) | 10% |

Following part
SMILES	BRCA1 expr act
O=C(Nc1nnc([C@@H]2C[C@H](O)[C@@H](CO)O2)s1)NC1CCCCC1	6%
C[C@@H]1Cc2[nH][nH]c(=O)c2[C@H](c2ccc(Cl)cc2)O1	4%
Cc1ccc(NC(=O)[C@H](Cc2ccccc2)N2Cc3ccccc3C2=O)cc1F	-1%
Cc1ccccc1CNC(=O)c1csc([C@H]2C[C@H](O)[C@@H](CO)O2)n1	8%
Cc1cc(-n2c(C)nc3ccccc3c2=O)ccc1NC(=O)c1ccc(C)c([N+](=O)[O-])c1	18%
COCCNc1nc(Oc2ccc(Cl)c(Cl)c2)c2sccc2n1	-22%
CS(=O)(=O)Nc1cccc(NC(=O)C2Cc3c(-c4cccc(F)c4)ccnc3O2)c1 (stereo not given)	0%
CCNC(=O)C1(C)CCN1C(=O)Cc1ccc(C(C)C)cc1 (stereo not given)	1%
COc1ccc(-c2nc3nc(C)cc(C)n3c2Nc2c(C)cccc2C)cc1	-20%
CCc1nc2ccc(C(=O)NCc3ccccc3OC)cn2c1N(C)Cc1ccc(N(C)C)cc1	2%
COc1ccc(-c2csc(C(C)(O)c3cccnc3)n2)cc1 (stereo not given)	-6%
Cc1nc(C(F)(F)F)ccc1C(=O)N1CCCC(C(=O)O)CC1 (stereo not given)	-2%
Fc1ccc(-c2nc3ccc(Br)cn3c2Cc2ccsc2)cc1	?
COc1ccc(NC(=O)c2sc(=O)n(Cc3ccc4ccccc4c3)c2C)cc1OC	-14%
Cc1c(Cl)cccc1NC(=O)CSc1nc(=O)n(Cc2ccco2)c2c1CCC2	-11%
Cc1ccc(NS(=O)(=O)c2cn(C)c(C)n2)c(Br)c1	-4%
COc1ccc(C(C)=O)cc1CC1(C)C(=O)Nc2ccc(OC(F)(F)F)cc21 (stereo not given)	-30%
CCn1cc2nc(SCC(=O)Nc3ccc(C)cc3)n(Cc3ccc(C)cc3)c(=O)c2n1	-32%
CN(C)CCCNc1nccc(N2CCN(C)CC2)n1	22%
CSCC[C@@H](C(=O)Nc1cccc(F)c1)N1Cc2ccccc2C1=O	11%
CCn1cc(C(=O)NCCOC)c(=O)c2cc(S(=O)(=O)N3CCOCC3)ccc21	-7%
CCOC(=O)[C@]12CCCC=C1N(Cc1ccco1)C(=O)[C@H](CC(=O)NCCCOC)C2	9%
Cc1ccccc1S(=O)(=O)N1CCN(c2ccc3c(c2)C2CC3CCN2C(=O)OCc2ccccc2)CC1 (stereo not given)	18%
Cc1cc[n+](CC(=O)c2ccc(F)cc2)cc1	11%
O=C(Nc1cc(C(F)(F)F)ccc1F)C1Cc2c(-c3ccccc3Oc3ccccc3)ccnc2O1 (stereo not given)	-45%

Next section:
SMILES	BRCA1 expr act
Cc1cc(C(=O)NCc2ccccc2Cl)c2c(C)nn(-c3ccccc3)c2n1	-1%
COc1cc(OC)c(/C=C/c2cc[n+](C)c3ccccc23)c(OC)c1	-32%
O=C(CN1C(=O)CCc2cc(S(=O)(=O)N3CCCCC3)ccc21)NCc1ccc(Cl)cc1	-9%
CCOC(=O)c1c(C)[nH]c(C)c1S(=O)(=O)NCC(=O)Nc1cc(C)ccc1OC	-6%
CCOC(=O)Cc1c(-c2cccc(Cl)c2)nc2c3ccccc3ccn12	0%
CCOC(=O)n1c2ccccc2c(=O)n1CCO	-1%
CC(C)N(C)c1ncnc2c1ncn2[C@H]1CN(Cc2ccc(Cl)cc2)C[C@@H](CO)O1	17%
CN1CCn2cnc(C(=O)NCc3ccc(CNC(=O)OC(C)(C)C)cc3)c2C1=O	15%
O=C1Cn2nnc(-c3ccccc3)c2C2c3ccccc3CCN12 (stereo not given)	17%
Cc1ccc(Cl)cc1-c1cc(C(=O)NCc2cc(C(F)(F)F)cc(C(F)(F)F)c2)[nH]n1	-21%
CN(C)c1ccc(/C=C/c2ccccn2)cc1	-41%
CCCCCNC(=O)c1[nH]c(C(F)(F)F)nc1-c1ccccc1	10%
Fc1ccc(Cc2cn3cc(-c4ccc(Cl)cc4)nc3s2)cc1	0.89µM*
COc1ccc(S(=O)(=O)n2nc(C)c(S(=O)(=O)N3CCC(C)CC3)c2C)cc1OC	0%
Nc1ncnc2c1ncn2[C@@H]1O[C@H](C(=O)NS(=O)(=O)c2cccs2)[C@@H](O)[C@H]1O	-16%
COc1ccccc1Cn1c(C)c(C(=O)NCCC#N)sc1=O	2%
COc1ccccc1NC(C)C(=O)c1c[nH]c2ccccc12 (stereo not given)	13µM*
COc1cccc(-c2cnc3c(NC(C)=O)cc(-c4ccc(C(=O)N5CCOCC5)cc4)cn23)c1	-15%
CCCC(=O)N1CCCC1(C)C(=O)Nc1ccc(C)c(C)c1 (stereo not given)	-3%
CCOC(=O)c1c(Nc2ccc(O)cc2)nnc(-c2ccccc2)c1-c1ccccc1	-20%
CCCC(=O)N1CCCC(c2cc(C(=O)NCc3cccnc3)no2)C1 (stereo not given)	5%
COc1ccc(-c2noc(-c3ccc(NCC4CCCO4)c([N+](=O)[O-])c3)n2)cc1 (stereo not given)	2%
O=CNc1cc(-c2ccccc2)cn2c(-c3ccc(F)c(Cl)c3)cnc12	-48%
Cc1cccc(N(C)C(=O)CS(=O)(=O)c2cccc3nsnc23)c1	15%
CCOC(=O)C1CCCN(C(=O)Cn2c(=O)cc(C)c3c(C)nn(C)c32)C1 (stereo not given)	0%

(list continues)
SMILES	BRCA1 expr act
Cc1ccc2oc(-c3ccc(C)c(NC(=O)c4ccc(-c5ccccc5[N+](=O)[O-])o4)c3)nc2c1	13%
CC(=O)Nc1cccc(-c2csc(C(C)(O)c3ccccc3)n2)c1 (stereo not given)	0%
COc1ccccc1CNc1ncnc2c1nc1n2CCCC1	-28%
COc1cc(CN(C(=O)c2ccccc2[N+](=O)[O-])c2ccccn2)cc(OC)c1OC	3%
C[C@H]1COc2cc(N3CCSCC3)ccc2S(=O)(=O)N1	3%
N#CC1=C(Nc2ccccc2Cl)SC2(CCCC2)NC1=O	16%
CCn1c(=O)c2sccc2n2c(CCC(=O)Nc3ccc(F)cc3)nnc12	8%
CC1(C(=O)Nc2ccccc2)CCN1C(=O)Cc1ccc(-c2ccccc2)cc1 (stereo not given)	-10%
O=C(CN1CCN(Cc2ccc(F)cc2)C1=O)NCc1ccccc1	-5%
COC(=O)c1ccc2nc(-c3ccc(Cl)cc3)c(Cc3cccc(F)c3)n2c1	-6%
Cc1cc(NC(=O)c2cccnc2)cc(-c2nc3cc(Cl)ccc3o2)c1O	5%
CCC1CCCCN1C(=O)Cn1c(=O)oc2cc(S(=O)(=O)N3CCCCC3)ccc21 (stereo not given)	9%
COc1cc(/C=C(\C#N)C(=O)Nc2ccc(C)cc2)ccc1OCc1cc(=O)n2nc(C)sc2n1	14%

Entries listed so far with a tert-butyl group:
SMILES	BRCA1 expr act
CC(C)(C)n1nnnc1C(c1ccccc1)N1CCN(C(=O)C2CCCO2)CC1 (stereo not given)	13%
CC(C)(C)OC(=O)C1=CC[C@@H](c2ccc(Cl)c(Cl)c2)N(S(=O)(=O)c2ccc(F)cc2)[C@H]1c1cccc(F)c1	-22%
CN1CCn2cnc(C(=O)NCc3ccc(CNC(=O)OC(C)(C)C)cc3)c2C1=O	15%
